Efflux pump inh: inhibitors of Candida antifungal efflux pumps expressed in yeast | S. cerevisiae Candida pump triplex, Nile Red efflux | inhibition, % at 10 µM | 330,000 tested, 0.44% active | AID 485275;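 active = plate passing quality check with inhibition over a set limit, or well fluorescence over plate mean plus 4 SD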;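 note: Nile Red retained in pooled yeast measured as flow cytometry median fluorescence; 0% = buffer negative control and 100% = Enniatin B positive control; higher means more Nile Red kept so more efflux inhibition; some compounds called inactive have numbers as strong as hits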
TPT1 inh: blocks Candida albicans tRNA 2'-phosphotransferase; recombinant caTPT1, FP RNA substrate dephosphorylation; inhibition, % at 5 µM; 300,000 tested, 0.81% active; AID 1962;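 active = inhibition above the mean of all tested compounds plus 3 SD, set per screening campaign, cut at about 24% in these data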;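 note: plate controls were DMSO alone for no effect and ferristatin control at 100 nM for full effect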
proCasp7 act: activates human procaspase-7, counter-screen for procaspase-3 activators | activation, % at 8.5 µM | recombinant procaspase-7, Ac-DEVD-pNA absorbance 405 nm; D23A/D198A/D206A triple mutant, cannot self-cleave; scale: DMSO 0, 5 µM enzyme 100 | P55210 | 330,000 tested, 0.093% active;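 active = percent activation above the screen-wide mean plus 3 SD, cut at about 25% in these data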
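Material: Procaspase-7 triple mutant (PC-7 D3A) | Quantity: 2 µM procaspase-7 mutant as dispensed | Reagent: DEVD-pNA substrate | Times: 1 h preincubation, 2 h reaction | Technique: 405 nm absorbance of p-nitroaniline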
procasp3 activ: activates human procaspase-3. P42574. recombinant procaspase-3 D3A, Ac-DEVD-pNA absorbance 405 nm. activation, % at 8.5 µM. 330,000 tested, 0.11% active. AID 463141;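 active = activation above the mean of all tested compounds plus 3 SD, cut at about 21% in these data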;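 note: 0% = DMSO alone and 100% = DMSO wells spiked with extra 5 µM PC-3 D3A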
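System: Procaspase-3 D3A mutant. Medium: Zinc-free 300 mM NaCl, 50 mM HEPES, 0.01% Triton X-100. Schedule: 1 h preincubation plus 2 h reaction at 25 °C. Measured by: 405 nm absorbance of p-nitroaniline, reads at 0 and 120 min. Read-out: percent activation relative to control range.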
GASC-1 inh: blocks human GASC-1 demethylase activity. inhibition, % at 2.35 µM. Q9H3R0. GST-JMJD2C(1-420) H3K9me3 demethylation, DELFIA europium. 330,000 tested, 0.069% active. AID 2099;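 active = more than half of a compound's replicate wells show inhibition beyond 50%, single wells judged on their own value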;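 note: signal counts dimethyl H3K9 product captured on neutravidin plate; 0% = median of DMSO wells and 100% = 0.3 times that DMSO median; strong numbers were not always called active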
Target sequence (Q9H3R0 1-420 limits assumed): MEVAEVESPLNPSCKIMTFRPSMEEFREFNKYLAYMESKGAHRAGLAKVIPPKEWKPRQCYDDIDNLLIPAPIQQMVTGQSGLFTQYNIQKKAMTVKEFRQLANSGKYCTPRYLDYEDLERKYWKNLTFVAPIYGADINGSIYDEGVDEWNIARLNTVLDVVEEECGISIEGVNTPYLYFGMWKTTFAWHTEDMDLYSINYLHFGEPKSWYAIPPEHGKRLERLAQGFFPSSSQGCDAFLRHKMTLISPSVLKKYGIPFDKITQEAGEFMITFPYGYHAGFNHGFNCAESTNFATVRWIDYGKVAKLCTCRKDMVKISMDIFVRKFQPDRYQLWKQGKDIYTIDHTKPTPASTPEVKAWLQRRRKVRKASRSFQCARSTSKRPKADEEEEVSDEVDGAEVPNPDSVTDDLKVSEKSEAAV
PP1 counter: blocks human PP1-alpha phosphatase, a PP5 counter-screen; purified PP1alpha, OMFP fluorescence; AID 2235; 320,000 tested, 0.9% active; P62136; inhibition, % at 6.7 µM;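 active = inhibition above the mean inhibition of all tested compounds plus 3 SD, computed separately for each screening campaign, cut at about 15% in these data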
HCV core dimer: blocks dimerization of HCV core protein; TR-FRET GST/Flag-core106 dimerization, 1536-well; inhibition, % at 5 µM; 300,000 tested, 0.33% active;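 active = inhibition above the mean of all tested compounds plus 3 SD, set per screening campaign, cut at about 45% in these data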
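assay system = GST-tagged and Flag-tagged HCV core protein residues 1-106 | controls = unlabelled core106 and no-GST-core106 wells | incubation = compound-protein-antibody incubation 4 h at 22.5 °C | probe or stimulus = Eu donor and XL665 acceptor anti-tag antibodies | read-out = % inhibition based on acceptor/donor emission ratio | signal = TR-FRET 671 and 617 nm emission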
Fh CTSL1 inh: blocks F. hepatica cathepsin L1 in PFM18AAP counter-screen; recombinant F. hepatica cathepsin L1, Z-Leu-Arg-MCA fluorescence; inhibition, % at 5.96 µM; 300,000 tested, 0.49% active;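 active = inhibition above the mean of all tested compounds plus 3 SD, set per screening campaign, cut at about 17% in these data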;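 note: 0% = plate median of test compound wells and 100% = 1 µM Z-Phe-Ala-diazomethylketone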
PP5 primary: PP5 (human) phosphatase inhibition; P53041; purified PP5c, OMFP substrate fluorescence; inhibition, % at 6.7 µM; 320,000 tested, 0.18% active; AID 1987;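 active = inhibition above the campaign's mean inhibition across all tested compounds plus 3 SD, cut at about 9.5% in these data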;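 note: 0% = DMSO only and 100% = 100 µM cantharidin control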
Target sequence (P53041 whole entry, looked up): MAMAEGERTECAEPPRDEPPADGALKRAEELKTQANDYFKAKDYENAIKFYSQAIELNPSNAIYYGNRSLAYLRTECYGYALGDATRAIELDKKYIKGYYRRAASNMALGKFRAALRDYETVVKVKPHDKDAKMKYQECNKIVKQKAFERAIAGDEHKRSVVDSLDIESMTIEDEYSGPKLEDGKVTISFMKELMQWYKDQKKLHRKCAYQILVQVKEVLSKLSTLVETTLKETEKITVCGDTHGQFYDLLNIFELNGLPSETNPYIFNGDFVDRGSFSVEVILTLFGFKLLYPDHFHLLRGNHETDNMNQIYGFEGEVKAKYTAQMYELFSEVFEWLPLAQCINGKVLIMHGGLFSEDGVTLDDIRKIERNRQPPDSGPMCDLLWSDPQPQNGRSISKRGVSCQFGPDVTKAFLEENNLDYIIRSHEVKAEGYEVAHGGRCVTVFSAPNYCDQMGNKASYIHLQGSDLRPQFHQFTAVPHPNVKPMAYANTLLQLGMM
Starred values were filed as active, the others as inactive; . = no result given. Rows were taken by chance. About 2.9% of those tested had a hit in this group.

Preview (four entries):
No.	Compound	Efflux pump inh	TPT1 inh	proCasp7 act	procasp3 activ	GASC-1 inh
1	CC1=C(C(=O)OCc2ccccc2)C(c2ccccc2OS(=O)(=O)c2ccc(C)cc2)NC(=O)N1CCCC(=O)O (stereo unspecified)	-0.2	0	1	-2	7
2	CC1CCC2(CC1)NC(=O)N(CC(=O)Nc1ccc3c(c1)CCC3)C2=O (stereo unspecified)	0.1	2	-18	5	7
3	COc1ccc(-c2c(C)nc3c(-c4ccc(F)cc4)cnn3c2N)cc1	0.6	-4	-10	0	-7
4	Cc1ccc(OCCCCNC2CCCC(C)C2C)c(C)c1 (stereo unspecified)	0.2	-2	-1	0	12

No.	PP1 counter	HCV core dimer	Fh CTSL1 inh	PP5 primary
1	11	21	7	3.0
2	4	3	7	-0.9
3	3	-11	2	3.8
4	8	-8	2	1.0

This part in full, from the first entry:
No.	Compound	Efflux pump inh	TPT1 inh	proCasp7 act	procasp3 activ	GASC-1 inh
1	CC1=C(C(=O)OCc2ccccc2)C(c2ccccc2OS(=O)(=O)c2ccc(C)cc2)NC(=O)N1CCCC(=O)O (stereo unspecified)	-0.2	0	1	-2	7
2	CC1CCC2(CC1)NC(=O)N(CC(=O)Nc1ccc3c(c1)CCC3)C2=O (stereo unspecified)	0.1	2	-18	5	7
3	COc1ccc(-c2c(C)nc3c(-c4ccc(F)cc4)cnn3c2N)cc1	0.6	-4	-10	0	-7
4	Cc1ccc(OCCCCNC2CCCC(C)C2C)c(C)c1 (stereo unspecified)	0.2	-2	-1	0	12
5	O=C(COc1ccc([N+](=O)[O-])cc1)NNC(=O)Nc1cccc(F)c1	-0.2	-1	-2	6	1
6	CC(C)CC(=O)N1CCN(Cc2ccc(C(F)(F)F)cc2)CC1	0.2	-2	3	-7	-7
7	O=C(c1ccccc1)N1N=C(c2ccccc2)CC1c1ccccc1[N+](=O)[O-] (stereo unspecified)	0.2	-2	4	1	2
8	CNCc1sccc1C	-0.1	-2	-2	2	-7
9	Fc1ccccc1NC(=S)NCc1ccccc1	0.1	-3	-1	4	-19
10	COc1cccc(NC(=O)c2cncs2)c1	-0.1	1	4	-6	-4
11	NS(=O)(=O)c1ccc(NC(=O)/C=C/c2ccco2)cc1	-0.2	6	0	-1	-4
12	Cc1ccc2c(Cl)cc(Cl)c(OCc3c(C)noc3C)c2n1	0.0	2	5	-10	5

No.	PP1 counter	HCV core dimer	Fh CTSL1 inh	PP5 primary
1	11	21	7	3.0
2	4	3	7	-0.9
3	3	-11	2	3.8
4	8	-8	2	1.0
5	-4	-12	1	-1.9
6	0	-4	-1	2.3
7	-2	5	0	2.8
8	-1	2	-1	0.8
9	2	5	-1	3.1
10	-4	0	-2	2.4
11	0	0	2	0.4
12	1	-1	4	3.4

Entries of single compounds, quoted from the list. Screens in order: Efflux pump inh | TPT1 inh | proCasp7 act | procasp3 activ | GASC-1 inh | PP1 counter | HCV core dimer | Fh CTSL1 inh | PP5 primary
Results for O=C(COc1ccc([N+](=O)[O-])cc1)NNC(=O)Nc1cccc(F)c1 : -0.2 | -1 | -2 | 6 | 1 | -4 | -12 | 1 | -1.9
Results for COc1cccc(NC(=O)c2cncs2)c1 : -0.1 | 1 | 4 | -6 | -4 | -4 | 0 | -2 | 2.4
Results for CC1=C(C(=O)OCc2ccccc2)C(c2ccccc2OS(=O)(=O)c2ccc(C)cc2)NC(=O)N1CCCC(=O)O (stereo unspecified) : -0.2 | 0 | 1 | -2 | 7 | 11 | 21 | 7 | 3.0

(next part)
No.	Compound	Efflux pump inh	TPT1 inh	proCasp7 act	procasp3 activ	GASC-1 inh
13	O=C(c1cccc(S(=O)(=O)N2CCc3ccccc32)c1)N1CCN(CCO)CC1	0.0	.	4	8	0
14	Cn1c(=O)c2c(ncn2CC(=O)OCc2ccccc2)n(C)c1=O	0.1	-2	2	2	-1
15	COc1ccc(-c2cnn3c(N)c(S(=O)(=O)c4ccccc4)cnc23)cc1	0.1	-3	5	-3	3
16	CSc1sc(-c2nnc(SCC(=O)Nc3ccccc3)n2C)c2c1C=CCC2	0.0	-3	-6	0	10
17	COCCCN1C(=O)c2ccc(C(=O)N3CCN(c4ccc(OC)cc4)CC3)cc2C1=O	-0.1	-2	0	11	10
18	CC(NC(=O)C(C(=O)c1cccc([N+](=O)[O-])c1)n1cc(Cl)ccc1=O)c1ccccc1 (stereo unspecified)	0.1	-1	1	4	-5
19	Cc1nn(-c2ccc(F)cc2)c2sc(C(=O)O)cc12	-0.1	0	-10	4	0
20	CC(C)c1ccc(C2N3CC4([N+](=O)[O-])CN2CC([N+](=O)[O-])(C3)C4(C)C)cc1 (stereo unspecified)	0.0	2	-2	1	1
21	Cc1noc2ncnc(N3CCN(c4ccc(F)cc4)CC3)c12	-0.2	-1	6	0	-1
22	CCOC(=O)c1sc2nc3n(c(=O)c2c1C)CCC(C)CC3 (stereo unspecified)	0.0	-2	-7	-5	-7
23	Fc1ccc(C(c2nnnn2CCc2ccccc2)N2CCCc3ccccc32)cc1 (stereo unspecified)	-0.1	3	0	6	-4
24	CCn1c(COc2ccc(=O)n(-c3ccccc3)n2)nnc1SCc1cccc(OC)c1	-0.1	0	0	-2	4

No.	PP1 counter	HCV core dimer	Fh CTSL1 inh	PP5 primary
13	.	.	.	.
14	-2	-7	-1	0.5
15	-3	2	-1	4.7
16	8	6	1	-0.8
17	2	6	-5	1.1
18	-3	3	-1	-1.1
19	0	0	3	0.4
20	1	0	2	1.8
21	0	9	-2	0.0
22	-1	3	4	0.9
23	8	-1	2	0.4
24	2	4	3	-1.6

Next results follow.
No.	Compound	Efflux pump inh	TPT1 inh	proCasp7 act	procasp3 activ	GASC-1 inh
25	CC(C)[C@H](NC(=O)c1ccccc1F)C(=O)NC1CCCCCCC1	0.1	.	0	-3	0
26	CCOC(=O)C1=C(N)Oc2c(oc(CO)cc2=O)C1c1ccc(F)cc1 (stereo unspecified)	-0.1	1	-2	-1	2
27	O=C(Nc1ccccc1N1CCCC1)c1ccc(Cl)c(S(=O)(=O)N2CCOCC2)c1	0.1	-4	-2	14	0
28	COc1ccc(NC(=O)C2CCCN2S(=O)(=O)c2ccc3c(c2)CCC(=O)N3)cc1Cl (stereo unspecified)	0.1	1	-7	9	-5
29	Cc1cc(C)cc(N(CC(=O)N2CCCC2)S(C)(=O)=O)c1	0.0	1	5	1	3
30	Cc1ccc2cc(C#N)c(SCC(=O)NCc3ccco3)nc2c1	0.6	21	-18	-13	-10
31	C=CCn1c(CCc2ccccc2)nnc1SCC(=O)OC	-0.2	-4	9	6	3
32	CCOC(=O)c1c(C)nc2ccc(C)cn12	0.1	1	9	8	1
33	COC(=O)c1ccccc1NC(=O)C1CCN(S(C)(=O)=O)CC1	0.0	-1	-7	2	24
34	CCCC[N+](C)(C)CCC(=O)NC(C)(C)CS(=O)(=O)[O-]	0.1	-2	11	-4	4
35	COC(=O)Nc1ccc2c(c1)Nc1ccccc1CC2	0.1	-2	6	-4	-1
36	COc1ccc(/C=N/n2cnc3scc(-c4cccs4)c3c2=O)cc1OC	0.0	-2	-3	3	7

No.	PP1 counter	HCV core dimer	Fh CTSL1 inh	PP5 primary
25	.	.	.	.
26	2	-5	3	1.3
27	-4	2	7	-1.6
28	-3	1	1	-1.8
29	-1	7	2	-0.6
30	11	28	-1	-6.1
31	-3	-3	0	1.3
32	-4	-4	0	2.0
33	-4	6	-4	3.2
34	1	-14	-6	1.5
35	-2	-30	-1	3.6
36	-2	5	-1	-0.9

Continuation.
No.	Compound	Efflux pump inh	TPT1 inh	proCasp7 act	procasp3 activ	GASC-1 inh
37	COc1cc(C(=O)Nc2scc(-c3ccc(Br)cc3)c2C(=O)O)cc(OC)c1OC	-0.2	0	6	-4	19
38	Cc1cc(=O)n2nc(N3CCCC(C(=O)NCc4ccc(Cl)cc4)C3)sc2n1 (stereo unspecified)	0.0	-1	7	1	-4
39	O=C(NCc1ccco1)C1CC(=O)N(CCc2ccccc2)C1 (stereo unspecified)	0.1	17	1	-2	5
40	COc1ccc(/C=C/C(=O)NCc2cn(C)nc2C)cc1COc1ccc(Cl)cc1Br	0.2	5	-12	4	0
41	Nc1ncnc2c1cnn2C1CCCCC1	0.1	-4	8	3	-1
42	COc1cccc(CNC(=O)CCC2CCCN(C(=O)c3cc4ccccc4o3)C2)c1 (stereo unspecified)	0.1	3	2	4	-3
43	COc1ccc(CCNC(=O)c2n[nH]c(=O)c3ccccc23)cc1	0.1	-6	1	8	0
44	Cc1cc(/C=N/NC(=O)C(=O)NCc2ccccn2)c(C)n1-c1cccc(Br)c1	0.7	3	3	-6	8
45	COc1cccc(N2CCN(c3cnc4ccccc4n3)CC2)c1	0.0	-2	-3	-8	-4
46	O=C(CCc1nc2ccccc2[nH]c1=O)OCc1ccc(S(=O)(=O)N2CCOCC2)cc1	-0.1	2	-7	7	8
47	O=C(O)Cc1sc(Nc2ccc(F)cc2)nc1-c1cccs1	0.2	68*	-19	-27	-49
48	COc1cc(OC)cc(C(=O)NCCOc2ccccc2)c1	0.6	-2	-4	-15	-20

No.	PP1 counter	HCV core dimer	Fh CTSL1 inh	PP5 primary
37	6	8	4	2.3
38	-1	4	1	-0.1
39	-3	1	-1	0.9
40	-3	2	-2	3.5
41	-4	5	-2	0.3
42	-3	3	3	-2.1
43	-2	-2	1	-1.1
44	-5	-1	2	2.5
45	1	-5	4	-1.0
46	-3	2	0	-1.4
47	-2	26	-1	2.2
48	-1	7	0	-0.1

Further results follow:
No.	Compound	Efflux pump inh	TPT1 inh	proCasp7 act	procasp3 activ	GASC-1 inh
49	NS(=O)(=O)c1cccnc1Nc1c(Cl)cccc1Cl	0.6	-5	1	-6	-14
50	COc1cccc(CCNC(=O)C2CCCN(c3ncnc4c3nc3n4CCCCC3)C2)c1OC (stereo unspecified)	-0.2	2	13	13	-6
51	O=C(Cc1ccc(-n2c(=O)[nH]c3ccccc3c2=O)cc1)N1CCN(c2ccccc2)CC1	-0.1	4	8	5	9
52	CCOC(=O)c1cnc2nc(C)nn2c1N	0.0	-2	4	-9	-7
53	COc1cc(OC)cc(C(=O)Nc2cccc(NC(C)=O)c2)c1	-0.1	-4	-1	5	4
54	CCOc1ccccc1NC(=O)Nc1cnccn1	-0.1	1	13	8	6
55	Cc1ccc(Cl)cc1NC(=O)CNC(=O)N1CC(=O)Nc2ccccc21	-0.4	0	8	0	148

No.	PP1 counter	HCV core dimer	Fh CTSL1 inh	PP5 primary
49	-1	-3	0	3.5
50	-3	3	-4	0.8
51	0	6	4	1.3
52	-3	3	0	-2.9
53	-4	2	2	2.1
54	-4	2	1	-1.9
55	-3	-7	0	0.7

Compound activity (PubChem)
